RBX1-CUL1 inh: inhibitors of human ROC1-CUL1 ubiquitin ligase activity; E3 ubiquitin-protein ligase RBX1 (Homo sapiens) + Cullin-1 (Homo sapiens), P62877+Q13616; in vitro K48 di-Ub FRET, acceptor:donor ratio, 45 min; inhibition, % at 10 µM; 0.6% of 140,000 active; in the data active = inhibition above about 25%
Target sequence (P62877 whole entry, looked up): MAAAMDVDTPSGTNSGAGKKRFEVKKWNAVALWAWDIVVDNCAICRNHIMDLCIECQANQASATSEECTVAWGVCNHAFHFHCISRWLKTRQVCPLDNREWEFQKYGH
Target sequence (Q13616 whole entry, looked up): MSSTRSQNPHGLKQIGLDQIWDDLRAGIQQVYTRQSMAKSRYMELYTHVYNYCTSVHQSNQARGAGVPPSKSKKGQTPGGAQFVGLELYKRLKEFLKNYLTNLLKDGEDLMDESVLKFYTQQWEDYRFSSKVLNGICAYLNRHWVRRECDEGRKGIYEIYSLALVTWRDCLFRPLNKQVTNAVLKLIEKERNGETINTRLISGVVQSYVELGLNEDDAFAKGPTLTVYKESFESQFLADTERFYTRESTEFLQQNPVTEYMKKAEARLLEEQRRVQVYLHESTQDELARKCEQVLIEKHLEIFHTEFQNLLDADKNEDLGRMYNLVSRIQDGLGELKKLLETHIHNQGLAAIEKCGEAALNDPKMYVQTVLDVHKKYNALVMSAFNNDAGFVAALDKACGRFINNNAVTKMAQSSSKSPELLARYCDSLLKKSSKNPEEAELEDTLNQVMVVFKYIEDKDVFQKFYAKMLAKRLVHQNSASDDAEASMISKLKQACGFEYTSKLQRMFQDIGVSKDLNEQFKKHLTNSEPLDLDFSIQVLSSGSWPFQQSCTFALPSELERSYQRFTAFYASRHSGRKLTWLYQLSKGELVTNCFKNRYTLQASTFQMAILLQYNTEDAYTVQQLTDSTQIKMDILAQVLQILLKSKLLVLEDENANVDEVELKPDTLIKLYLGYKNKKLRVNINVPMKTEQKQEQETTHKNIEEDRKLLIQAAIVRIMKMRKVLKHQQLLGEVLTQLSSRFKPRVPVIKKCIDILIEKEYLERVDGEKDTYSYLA
The depositor's hits bear a star.

cpd	mol	RBX1-CUL1 inh
1	COc1ccccc1CNc1ccc(-c2nc(C(C)C)no2)cc1[N+](=O)[O-]	6.0
2	O=C(CCC(=O)Nc1ccc(Cl)cc1Cl)N/N=C/c1ccc(Br)s1	-3.6
3	CCOc1ccc(C(=O)Nc2ccc(OCc3cc(=O)n4cccc(C)c4n3)cc2)cc1	-10.2
4	O=C(NCc1ccc(Cl)cc1)C(=O)NCC(c1cccs1)S(=O)(=O)c1cccs1 (configuration not stated)	-5.9
5	CC(C)CCn1c(Oc2ccccc2F)nc2c1c(=O)n(C)c(=O)n2C	-6.3
6	CCOC(=O)c1c(-c2ccccc2Cl)csc1NC(=O)/C=C/c1ccco1	-10.9
7	CC(C)(C)c1csc(SCC(=O)Nc2nccs2)n1	-12.0
8	COc1cccc(C(=O)NCC2Cc3cc(-c4ccc(S(C)(=O)=O)cc4)ccc3O2)c1OC (configuration not stated)	1.5
9	CCCCCc1ccc(-c2ccc(C(=O)Nc3nc4ccc(OC)cc4s3)cc2)nc1	-0.2
10	Cc1ccc(OCC(=O)Nc2cccc(OCc3cc(=O)n4ccccc4n3)c2)cc1C	-13.6

4 entries from above, field by field:
[3] CCOc1ccc(C(=O)Nc2ccc(OCc3cc(=O)n4cccc(C)c4n3)cc2)cc1
- RBX1-CUL1 inh = -10.2
[6] CCOC(=O)c1c(-c2ccccc2Cl)csc1NC(=O)/C=C/c1ccco1
- RBX1-CUL1 inh = -10.9
[4] O=C(NCc1ccc(Cl)cc1)C(=O)NCC(c1cccs1)S(=O)(=O)c1cccs1 (configuration not stated)
- RBX1-CUL1 inh = -5.9
[5] CC(C)CCn1c(Oc2ccccc2F)nc2c1c(=O)n(C)c(=O)n2C
- RBX1-CUL1 inh = -6.3

(list continues)
cpd	mol	RBX1-CUL1 inh
11	Cc1cn(-c2ccccc2)nc1/C=N/NC(=O)c1c(C)nc2ccccn12	-4.7
12	CC(C)C1Cc2c(sc3c2c(=O)n(-c2ccccc2)c2nnc(SCC(=O)c4ccc(Cl)cc4)n32)CO1 (configuration not stated)	0.4
13	COc1ccc(C(C)NC(=O)CN(c2cc(OC)ccc2OC)S(=O)(=O)c2ccccc2)cc1 (configuration not stated)	2.7
14	Cc1ccc(NC(=O)CN2C(=O)COc3ccc(S(=O)(=O)NC4CCCC4)cc32)cc1N(C)C	-4.3
15	CC1CN(CC(=O)NC(C)c2ccccc2)CC(C)O1 (configuration not stated)	-10.7
16	CN1/C(=C\C=C2/SC(=S)NC2=O)C(C)(C)c2ccccc21	34.2*
17	Cc1ccc2ncc3c(-c4ccc(F)cc4)nn(CC(=O)Nc4ccccc4C)c3c2c1	6.3
18	c1cc2c(s1)Cc1sccc1-2	11.9
19	CC(C)c1cc(C(=O)N2CCN(c3cccc(Cl)c3)CC2)cs1	1.5
20	CC(C)(C)c1ccc([N+](=O)[O-])c(C(C)(C)C)c1	0.8
21	COc1ccc(C2Nc3ccccc3-n3c(-c4ccccc4)c4c(=O)n(C)c(=O)n(C)c4c32)cc1 (configuration not stated)	0.6
22	CC(=O)O[C@@H]1COC(Oc2ccc([N+](=O)[O-])cc2)[C@H](OC(C)=O)[C@H]1OC(=O)O (some centres not stated)	1.2
23	CCOc1cccc(-c2cc(C(=O)N/N=C/c3ccncc3)[nH]n2)c1	-3.5
24	O=C1/C(=C/c2ccc(F)cc2)SC(=S)N1c1cccc(O)c1	-1.7
25	CC1C(=O)N(C)CCN1C(=O)c1cc(-c2cnn(C)c2)nc2ccc(F)cc12 (configuration not stated)	-3.1
26	Nc1c(C(=O)N2CCc3ccccc3C2)sc2nc(-c3ccc4c(c3)OCO4)cc(C(F)(F)F)c12	4.9
27	Cc1ccc(NC(C)c2cc(Cl)ccc2O)c(C)c1 (configuration not stated)	-0.4
28	CCCCC(CC)C(=O)N1CC(C)N(C(=O)C(CC)CCCC)CC1C (configuration not stated)	0.8
29	O=C(Nc1nc2ccc(F)cc2s1)c1nc(S(=O)(=O)Cc2ccccc2F)ncc1Cl	-10.6
30	CNC(=O)CCCCCN1C(=O)c2ccccc2C1=O	8.9
31	COc1ccc(C2c3sc4nc(C)cc(C)c4c3OC(=N)C2C#N)cc1 (configuration not stated)	-3.8
32	CC(=O)Nc1ccc(CN2CCOc3ccc(C(O)C(c4ccccc4)c4ccccc4)cc3C2)s1 (configuration not stated)	8.3
33	O=C1O[C@@H]2CN(Cc3cccc4cnccc34)C[C@@H]2N1CCc1ccc(F)cc1	12.9
34	O=C(Cn1c(=O)oc2cc(S(=O)(=O)N3CCCC3)ccc21)NCc1ccc(F)cc1	-8.1
35	Nc1n[nH]c(N)c1N=Nc1ccc(S(N)(=O)=O)cc1	1.7
36	CCCCCOc1ccc2c(=O)c(Oc3cccc(C)c3)coc2c1	-14.9
37	CCCC(=O)Nc1ccc(C(=O)NNC(=O)C(F)(F)F)cc1	-6.2
38	CC(=O)c1ccc(OCc2cccc[n+]2C)cc1	9.5
39	Cc1cccc(N2CCN(CC(=O)Nc3ccc(Cl)c(Cl)c3)CC2)c1C	2.5
40	Cc1sc2c(c1C)c(=O)n(-c1cccc(C(F)(F)F)c1)c(=O)n2Cc1ccc(F)cc1	-4.8
41	Cc1cc(=O)oc2cc(OC(C)C(=O)c3ccccc3)ccc12 (configuration not stated)	7.2
42	COc1ccc(OC)c(CNc2ncnc3onc(-c4ccc(Cl)cc4)c23)c1	1.7
43	Oc1c(Cl)cc(C=NNc2nn[nH]n2)cc1Cl	-1.3
44	O=c1cc(C2CCN(Cc3cccc(OCc4ccccn4)c3)CC2)nc[nH]1	11.4
45	CCOc1ccc(NC(=O)c2ccc(C(=O)O)cc2C(=O)O)cc1	-1.9
46	Cc1ncsc1CCC(=O)N1CCc2c(cnc(C)c2CNC(=O)/C=C/c2cccs2)C1	8.4
47	COc1ccc(OC)c(NC(=O)Cn2ccc3ccc(C#N)cc32)c1	9.9
48	c1coc(CN(Cc2ccco2)c2ncnc3c2oc2ccccc23)c1	7.8
49	Cc1ccc(NC(=O)CCc2c(C)nc3nc(C)nn3c2C)c(Cl)c1	1.6
50	O=Nn1c2ccccc2c2ccccc21	-5.1
51	O=C1NC(=S)N=C1Cc1ccc(OCc2cccc(C(=O)O)c2)cc1	25.7*
52	CCOC(=O)C1C=Nc2nc(NCc3cccc(Br)c3)nn2C1=O (configuration not stated)	-1.3
53	COc1ccc(CCN2CC(NCc3cccnc3)CC2=O)cc1 (configuration not stated)	6.5
54	CN(C)CCCSC1Cc2cc(Cl)ccc2Sc2ccccc21 (configuration not stated)	-13.2
55	Cc1ccc2oc(-c3cccc(NC(=O)CC(C)C)c3)nc2c1	1.0
56	C=C(C)C(=O)OCCc1ccc(O)c(-n2nc3ccccc3n2)c1	3.8
57	CCOC(=O)C1=C(C)N=c2s/c(=C/c3ccc(-c4cccc(Cl)c4)o3)c(=O)n2C1c1ccc(Cl)cc1 (configuration not stated)	6.7
58	Cc1ccc(S(=O)(=O)N2C(C)CCCC2C)c(C)c1 (configuration not stated)	7.3
59	CCn1c(COc2ccc(C(C)C)cc2)nnc1SCC(=O)Nc1ccccc1OC	-2.3
60	CSc1ccc(CCNC(=O)CCn2c(=O)c3cccn3c3ccc(F)cc32)cc1	-1.6

Later entries
cpd	mol	RBX1-CUL1 inh
61	CCOC(=O)C(O)=C(N=Nc1ccc(F)cc1)C(=O)N/N=C/c1cccc([N+](=O)[O-])c1	-7.5
62	CC(=O)c1c(OS(=O)(=O)c2ccc(C)cc2)cc(OS(=O)(=O)c2ccc(C)cc2)cc1OS(=O)(=O)c1ccc(C)cc1	0.5
63	Cc1ccc(C(=O)Nc2c(-c3ccccc3)nc3ccccn23)cc1C	1.9
64	C=C(C)Cn1c(=O)c2c(nc3n(-c4ccc(OC)cc4)c(C)cn23)n(C)c1=O	-4.0
65	C=CCn1c(SCC(=O)N=C2C(=O)N(c3ccccc3)N(C)C2C)nc2sc3c(c2c1=O)CCC3 (configuration not stated)	2.3
66	Clc1cc2cccnc2c2ccccc12	0.7
67	Cc1ccccc1Cn1ccn(-c2ccc(F)c(F)c2)c(=O)c1=O	0.0
68	CC(=O)OC1CCC2(C)C(=CCC3C2CCC2(C)C3CC(C)C2(C)C(C)=O)C1 (configuration not stated)	2.4
69	Cc1cc(OC(C)c2nc(-c3nonc3N)no2)ccc1Cl (configuration not stated)	-2.8
70	CCCOc1ccc(C2c3c(oc4ccccc4c3=O)C(=O)N2c2ccc(C)cn2)cc1OCC (configuration not stated)	9.7
71	Cc1ccccc1Oc1ncccc1CNC1CCN(C)CC1	-9.7
72	CCCc1cc(=O)n2c3c(sc2n1)C(=O)N(c1ccccc1C)C3=O	5.8
73	FC(F)(F)c1cccc(N2CCN(c3ncnc4sc5c(c34)CCCC5)CC2)c1	-1.2
74	O=C(O)c1ccc(CNCCc2ccc(Cl)cc2)cc1	8.8
75	COC(=O)c1c(N)n(-c2ccc(OC)c(Cl)c2)c2nc3ccccc3nc12	2.9
76	O=C(NC1CCCCC1)NS(=O)(=O)c1cnccc1Sc1cc(Cl)cc(Cl)c1	-0.5
77	CCOC(=O)c1c(C)oc2nc(C)nc(NCCc3ccc(OC)c(OC)c3)c12	-0.1
78	Cc1cccc(N2C(=O)c3ccc(C(=O)Nc4ccncc4)cc3C2=O)c1C	0.5
79	Cc1ccc(C)c(N(CC(=O)Nc2cccnc2)S(C)(=O)=O)c1	-1.7
80	Cc1cc(C(=O)N2CCN(S(=O)(=O)c3ccc(F)cc3)CC2)cs1	5.8
81	CC(=O)c1c(C)nn(Cc2nc(-c3c(C)ncc4c3CCNC4)no2)c1C	4.9
82	CCNC(=O)NCc1cccnc1N1CCCCCCC1	16.2
83	COc1ccc(/C=c2/sc3n(c2=O)C(c2cccc(F)c2)C2=C(N=3)c3ccccc3CC2)cc1OC (configuration not stated)	-1.4
84	O=C(Sc1ccccc1)c1ccccc1C(=O)Sc1ccccc1	-6.5
85	CCOc1ccc(CNC(=O)c2cccn2-c2nnc(N3CCCCC3)s2)cc1OC	-5.2
86	O=C(/C=C/c1ccc(Cl)cc1)N1CCC2(CC1)CC2C(=O)N1CCN(C2CCCCC2)CC1 (configuration not stated)	1.2
87	Cc1cccc(N(C)C(CNS(=O)(=O)c2ccccc2)c2ccccc2)c1 (configuration not stated)	4.4
88	CCOc1ccc(NC(=O)CSc2nnc(-c3cccs3)n2Cc2ccco2)cc1	7.6
89	C=CCOc1ccccc1/C=C1/SC(=O)N(CN2CCN(c3ccccc3)CC2)C1=O	3.6
90	CCOC(=O)N1CCc2c(sc3c2c(=O)n(-c2ccc(CC)cc2)c(=O)n3Cc2ccc(F)cc2Cl)C1	0.4

Quoted from the listing.
CCOc1ccc(NC(=O)c2ccc(C(=O)O)cc2C(=O)O)cc1 in RBX1-CUL1 inh is listed with -1.9
c1cc2c(s1)Cc1sccc1-2 in RBX1-CUL1 inh is listed with 11.9
CC1CN(CC(=O)NC(C)c2ccccc2)CC(C)O1 (configuration not stated) in RBX1-CUL1 inh is listed with -10.7
CC(=O)O[C@@H]1COC(Oc2ccc([N+](=O)[O-])cc2)[C@H](OC(C)=O)[C@H]1OC(=O)O (some centres not stated) in RBX1-CUL1 inh is listed with 1.2
O=C(Sc1ccccc1)c1ccccc1C(=O)Sc1ccccc1 in RBX1-CUL1 inh is listed with -6.5
C=CCOc1ccccc1/C=C1/SC(=O)N(CN2CCN(c3ccccc3)CC2)C1=O in RBX1-CUL1 inh is listed with 3.6
CCCOc1ccc(C2c3c(oc4ccccc4c3=O)C(=O)N2c2ccc(C)cn2)cc1OCC (configuration not stated) in RBX1-CUL1 inh is listed with 9.7

More results
cpd	mol	RBX1-CUL1 inh
91	CN1CCC(C2(O)c3ccccc3CCc3ccccc32)CC1	-9.9
92	CCCOc1ccc([C@@H]2[C@H]3CC(C(C)(C)C)CC=C3C(C#N)C(=N)C2(C#N)C#N)cc1OCC (some centres not stated)	7.4
93	CCCCn1c(CN(C)CCc2nc3ccccc3[nH]2)cnc1S(=O)(=O)CC	-1.5
94	CCCC1(C2CCN(C(=O)/C(F)=C/c3ccccc3)CC2)NC(=O)N(Cc2ccco2)C1=O (configuration not stated)	0.2
95	Cc1ccnc(NC(=S)NC(=O)C23CC4CC(CC(C4)C2)C3)c1	-5.8
96	CCOC(=O)[C@@H]1Nc2ccc(Br)cc2[C@@H]2C=CC[C@H]12	1.9
97	Fc1ccc(-c2oncc2-c2nnnn2-c2ccc(Cl)cc2)cc1	4.6
98	Cc1ncc(CN2CCCC2C(=O)Nc2ccc(-c3cccc(F)c3)cc2)n1C (configuration not stated)	12.0
99	CCOc1ccc(C(C2C(=O)C=C(C)N(Cc3ccco3)C2=O)N2CCN(C)CC2)cc1 (configuration not stated)	-4.9
100	Cc1cccc(N2CCn3c2nc2c3c(=O)n(CCCO)c(=O)n2C)c1C	-2.8

An excerpt from above in order of their number in RBX1-CUL1 inh, high to low:
cpd	mol	RBX1-CUL1 inh
90	CCOC(=O)N1CCc2c(sc3c2c(=O)n(-c2ccc(CC)cc2)c(=O)n3Cc2ccc(F)cc2Cl)C1	0.4
94	CCCC1(C2CCN(C(=O)/C(F)=C/c3ccccc3)CC2)NC(=O)N(Cc2ccco2)C1=O (configuration not stated)	0.2
25	CC1C(=O)N(C)CCN1C(=O)c1cc(-c2cnn(C)c2)nc2ccc(F)cc12 (configuration not stated)	-3.1

4 entries from above, field by field.
[31] COc1ccc(C2c3sc4nc(C)cc(C)c4c3OC(=N)C2C#N)cc1 (configuration not stated)
  RBX1-CUL1 inh: -3.8
[32] CC(=O)Nc1ccc(CN2CCOc3ccc(C(O)C(c4ccccc4)c4ccccc4)cc3C2)s1 (configuration not stated)
  RBX1-CUL1 inh: 8.3
[33] O=C1O[C@@H]2CN(Cc3cccc4cnccc34)C[C@@H]2N1CCc1ccc(F)cc1
  RBX1-CUL1 inh: 12.9
[34] O=C(Cn1c(=O)oc2cc(S(=O)(=O)N3CCCC3)ccc21)NCc1ccc(F)cc1
  RBX1-CUL1 inh: -8.1

Screening results as filed in PubChem.

The list is partial, so the mix of outcomes need not match the whole.
